SIRT5 inh = blocks human SIRT5 desuccinylation of peptide. Q9NXA8. Purified SirT5, succinyl-peptide AMC, trypsin-coupled fluorescence. inhibition, % at 15 µM. 1.1% of 330,000 active. AID 652115; in the data active = inhibition above about 15%
LGR2 antag = inhibitors of bursicon-induced Drosophila LGR2 receptor cAMP signaling. inhibition, % at 9.99 µM. AID 720647. HEK293 LGR2, CRE-luciferase, bursicon-stimulated, 4 h. 0.35% of 380,000 active;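 active = drop in luminescence signal, shown as inhibition above about 50% in the replicate tests, limit read from the data, passing the limit was not always enough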;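 also: agonist challenge used bursicon conditioned medium at about half maximal strength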
S100A4 MyoIIA = inhibitors of human S100A4 binding to myosin IIA peptide; AID 652163; 0.14% of 360,000 active; S100A4/TAMRA-MyoIIA peptide fluorescence polarization; inhibition, % at 10.7 µM;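 active = mean inhibition of at least 70% across replicates, with every replicate also reaching that level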
Target sequence (P26447 whole entry, looked up): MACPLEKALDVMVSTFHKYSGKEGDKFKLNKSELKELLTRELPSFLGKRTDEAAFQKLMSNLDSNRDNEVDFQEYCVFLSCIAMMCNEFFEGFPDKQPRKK
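assay system = human S100A4 monomer with TAMRA-labelled myosin IIA peptide | also added = labelled myosin peptide probe, 5 nM | incubation = 5 min between mix addition and reading | control set = DMSO and TFP controls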
XiGFP reactiv = X-chromosome reactivation activator; XiGFP mouse fibroblasts, % GFP-positive cells imaging, 3 d; cells co-treated with 5-aza-dC sensitizer; scaled so ellipticine positive control = 100%; activation, % at 7.58 µM; 0.055% of 360,000 active; AID 743238;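 active = mean normalized replicate activation at least 10% and every replicate at or above 10%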;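 also: 0% = median of on-plate neutral control wells and 100% = ellipticine 6 µM median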
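assay system = SV40-immortalized XiGFP fibroblast cells, line 68-5-11 | buffer or medium = DMEM plus 5-aza-dC sensitizer | doses = single-point pinned compound dosing | times = 3-day compound exposure, then 15 min fixation at room temperature | benchmarks = positive control ellipticine, 6 µM final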
C2C12 statin = protects C2C12 myotubes from simvastatin toxicity. ATP luminescence, 48 h; scaled: DMSO 0, geranylgeraniol control 100. rescue of ATP level, % at 7.49 µM. 0.78% of 330,000 active. AID 602340;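 active = mean ATP rescue above about 67%, or every replicate alone reaching that limit, limit read from the data, passing the limit was not always enough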;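 also: myotubes were challenged with 10 µM simvastatin during compound exposure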
Cneo AK release = causes C. neoformans cell lysis | adenylate kinase release luminescence, 4 h; normalised: neutral wells 0, clomiphene wells 100 | lysis activity, % at 15 µM | 0.2% of 360,000 active | AID 651654;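 active = mean lysis activity across replicates of at least 80%, whatever share of replicates individually reach that level; inactive = mean lysis activity below 80%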
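Schedule: static 4 h at 37 °C with compound, 1 h detection; system: C. neoformans cells; benchmarks: Clomiphene as positive control; buffer or medium: fresh YPD medium; measure: luminescence rise reflecting yeast cell lysis; measured by: luminescent adenylate kinase detection reagent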
ERAP1 inh = blocks human ERAP1 aminopeptidase activity | Q9NZ08 | recombinant ERAP1, Leu-AMC fluorescence, 60 min | inhibition, % at 10.7 µM | 0.15% of 340,000 active | AID 652197;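 active = mean replicate inhibition of at least 30%, or all replicates individually reaching that 30% level; inactive = mean below 30% and not every replicate reaching it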;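 also: 0% = neutral control wells and 100% = L-leucinethiol positive control wells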
Target sequence (Q9NZ08 whole entry, looked up): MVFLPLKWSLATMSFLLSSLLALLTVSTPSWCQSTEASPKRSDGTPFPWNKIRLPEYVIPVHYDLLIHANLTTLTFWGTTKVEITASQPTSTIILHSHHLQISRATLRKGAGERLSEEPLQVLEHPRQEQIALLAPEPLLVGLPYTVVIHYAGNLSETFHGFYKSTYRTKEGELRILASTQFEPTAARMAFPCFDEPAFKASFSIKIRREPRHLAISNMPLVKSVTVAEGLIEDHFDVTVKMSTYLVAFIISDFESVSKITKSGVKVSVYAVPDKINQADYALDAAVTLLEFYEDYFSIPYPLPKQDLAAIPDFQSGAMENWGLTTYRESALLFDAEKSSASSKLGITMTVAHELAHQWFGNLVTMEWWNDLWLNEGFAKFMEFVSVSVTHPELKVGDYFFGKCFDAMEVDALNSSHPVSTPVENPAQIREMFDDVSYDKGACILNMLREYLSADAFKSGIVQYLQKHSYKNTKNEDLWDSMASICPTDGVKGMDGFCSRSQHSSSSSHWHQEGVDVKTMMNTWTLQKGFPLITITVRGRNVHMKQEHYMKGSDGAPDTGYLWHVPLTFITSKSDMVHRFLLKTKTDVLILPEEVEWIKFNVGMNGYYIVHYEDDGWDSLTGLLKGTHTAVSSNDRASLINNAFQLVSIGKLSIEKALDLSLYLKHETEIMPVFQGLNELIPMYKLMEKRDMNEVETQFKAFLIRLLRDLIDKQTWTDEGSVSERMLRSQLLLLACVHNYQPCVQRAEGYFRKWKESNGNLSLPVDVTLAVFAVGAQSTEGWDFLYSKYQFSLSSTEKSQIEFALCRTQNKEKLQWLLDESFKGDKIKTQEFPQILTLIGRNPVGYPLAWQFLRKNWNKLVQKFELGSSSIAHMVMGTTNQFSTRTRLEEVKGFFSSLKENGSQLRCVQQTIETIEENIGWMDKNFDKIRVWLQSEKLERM
PGC1a acetyl inh = PGC1a acetylation modulation, inhibitor mode; 0.17% of 350,000 active; U2OS PGC1a acetylation, AlphaScreen anti-acetyl-lysine; with virally co-expressed GCN5 acetyltransferase; inhibition, % at 15.6 µM; AID 651687;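 active = every replicate shows inhibition of at least 40%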;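 also: 0% = neutral control wells and 100% = positive control wells; some results beyond the cut were filed as inactive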
Starred values were filed as active, the others as inactive; · = not tested or not shown.

SMILES	SIRT5 inh	LGR2 antag	S100A4 MyoIIA	XiGFP reactiv	C2C12 statin	Cneo AK release	ERAP1 inh	PGC1a acetyl inh
Cc1ccccc1OCC(=O)Nc1ccccc1NC(=O)c1ccco1	-11	-2	0	0.1	-15	17	1	·
CC(C)(O)C#Cc1ccc(CN2CCCC(CNC(=O)c3ccco3)C2)cc1 (stereo unspecified)	1	-6	-6	-0.1	-4	4	-1	-1
CCOC(=O)/C(=N\Nc1ccccc1Cl)N1CCN(C)CC1	1	0	-9	0.0	·	-1	2	-2
C[C@@H]1CN([C@@H](C)CO)C(=O)c2cc(C#CC3CCCC3)cnc2O[C@@H]1CN(C)C(=O)C1CCC1	1	-25	7	-0.9	·	4	3	0
CC1(C)O[C@@H]2C[C@H]3[C@@H]4CCC5=CC(=O)CC[C@]5(C)[C@@]4(F)[C@@H](O)C[C@]3(C)[C@]2(C(=O)CCl)O1	-1	-3	1	-0.1	28	1	2	7
CN(/N=C/c1cccnc1)c1cnc2ccccc2n1	-2	-36	-3	0.2	·	·	4	-7
CC1CCCCC1NC(=O)c1cc(S(=O)(=O)N2CCOCC2)ccc1Cl (stereo unspecified)	4	-3	0	0.0	-1	0	-4	2
CN1C(=O)[C@H]2[C@@H](C3CC3)N3C(=O)CN(Cc4ccccc4)C(=O)[C@@]3(C)[C@H]2C1=O	3	·	-1	0.0	-1	0	-5	-1
OC[C@H]1O[C@H](OCc2ccccc2)[C@H](O[C@@H]2OC[C@@H](O)[C@H](O)[C@H]2O)[C@@H](O)[C@@H]1O	1	15	3	·	-6	-1	1	-4
Cc1c(C(c2cccc(Br)c2)c2c(C)n(C)n(-c3ccccc3)c2=O)c(=O)n(-c2ccccc2)n1C	-4	9	-9	-0.1	5	1	0	·
COC(=O)C1=C(C)NC(C)=C(C(=O)OC)C1c1ccco1	-1	-4	2	0.1	·	·	6	-2
O=C(/C=C/c1ccc(S(=O)(=O)N2CCOCC2)cc1)Nc1ccc(F)c(F)c1F	3	11	-19	0.5	3	-2	0	3
O=C(COc1ccc([N+](=O)[O-])cc1)Nc1nc(-c2ccccn2)cs1	4	5	5	0.2	20	1	1	13
CO[C@H]1CN(C)C(=O)c2ccc(NS(=O)(=O)CC(F)(F)F)cc2OC[C@@H](C)N(C)C[C@H]1C	-3	-2	13	0.0	-8	-4	-1	6
COc1ccc(/C=N/NC(=O)c2cc(-c3ccccc3)nc3ccccc23)cc1O	-4	-21	-1	0.1	-3	0	-6	4
CN1[C@@H]2c3cccc(=O)n3C[C@@H]2[C@@H](CO)[C@@H]1C(=O)NCC1CCCCC1	2	14	7	0.0	-4	-1	-2	1
COc1ccc(-c2cn3cccnc3n2)cc1NS(=O)(=O)c1ccccc1	-1	-41	-41	0.2	·	·	1	·
CCCN(CC(=O)Nc1ccccc1C)C(=O)c1sc2ccccc2c1Cl	1	-2	-3	0.0	-10	-1	1	-2
COc1cc(O)c(C(CC(=O)N2CCN(c3ccccc3)CC2)c2ccc3c(c2)OCO3)c(OC)c1 (stereo unspecified)	·	7	·	0.2	13	1	·	·
C[C@H]1CN([C@@H](C)CO)C(=O)c2cc(C#Cc3ccccn3)cnc2O[C@H]1CN(C)Cc1ccccc1	·	-21	·	-0.4	27	·	·	-1
CCN1C(=O)C(CC(=O)Nc2ccc(F)cc2)N(CCc2ccc(OC)cc2)C1=S (stereo unspecified)	0	-21	8	0.0	2	·	4	4
C[C@@H]1CN([C@H](C)CO)C(=O)Cc2cc(NC(=O)Nc3cccc4ccccc34)ccc2O[C@@H]1CN(C)Cc1ccccc1	3	3	7	0.2	-4	5	1	·
CCOC(=O)C1C(c2ccc(OC)cc2)N(C)OC1(O)C(F)(F)F (stereo unspecified)	-2	-10	-6	0.0	·	·	-4	2
O=C(CSc1nnc(-c2cccnc2)n1Cc1ccccc1)NCc1ccco1	-5	7	-8	·	8	2	-4	4
Cc1[nH]c(-c2ccc3c(c2)OCO3)nc1C(=O)O	1	12	-3	0.2	-26	-1	-8	13
O=C(NNC(=O)c1ccccc1-c1ccccc1C(=O)O)c1ccccc1	-4	-29	-1	0.0	-4	·	-15	14
C(=NOCc1ccccc1)c1ccncc1	·	-44	0	0.0	2	1	0	1
COc1cc(CN2CCN(c3ncccn3)CC2)cc(OC)c1	0	11	-3	0.1	9	-1	-2	15
O=C1[C@@H]2CSCN2C(=O)CN1Cc1ccc(F)cc1	·	30	-10	0.1	-6	-1	0	·
CCOC(=O)c1sc(N2C(=O)C(O)=C(C(=O)c3ccco3)C2c2cccc(Cl)c2)nc1C (stereo unspecified)	11	-11	-12	0.0	12	4	-2	·
CC(C)Cn1c(N)c(C(=O)CSc2nc3ncc(Cl)cc3[nH]2)c(=O)n(C)c1=O	-4	22	-5	-0.1	·	·	3	-2
COc1ccc(-c2cc(C(=O)NCc3cccc(Cl)c3)[nH]n2)c(C)c1	·	10	18	0.7	30	-2	2	10
CCN(CC)CCNC(Cc1ccccc1)c1cccc(OC)c1 (stereo unspecified)	-1	-8	-19	0.4	·	·	-1	·
N/C(=N\OC(=O)c1ccc(Cl)c([N+](=O)[O-])c1)c1ccccc1	-4	·	5	0.2	1	-6	1	-3
Cc1cccc2c1-c1sc(C(=O)N3CCc4ccccc4C3)cc1CO2	-8	-7	-1	0.5	-8	-3	-5	10
Cc1cc(C)c(S(=O)(=O)N(C)c2ccccc2)c(C)c1	-5	10	6	0.0	-8	0	0	·

Molecules above that have fluorine, in the order listed:
SMILES	SIRT5 inh	LGR2 antag	S100A4 MyoIIA	XiGFP reactiv	C2C12 statin	Cneo AK release	ERAP1 inh	PGC1a acetyl inh
CC1(C)O[C@@H]2C[C@H]3[C@@H]4CCC5=CC(=O)CC[C@]5(C)[C@@]4(F)[C@@H](O)C[C@]3(C)[C@]2(C(=O)CCl)O1	-1	-3	1	-0.1	28	1	2	7
O=C(/C=C/c1ccc(S(=O)(=O)N2CCOCC2)cc1)Nc1ccc(F)c(F)c1F	3	11	-19	0.5	3	-2	0	3
CO[C@H]1CN(C)C(=O)c2ccc(NS(=O)(=O)CC(F)(F)F)cc2OC[C@@H](C)N(C)C[C@H]1C	-3	-2	13	0.0	-8	-4	-1	6
CCN1C(=O)C(CC(=O)Nc2ccc(F)cc2)N(CCc2ccc(OC)cc2)C1=S (stereo unspecified)	0	-21	8	0.0	2	·	4	4
CCOC(=O)C1C(c2ccc(OC)cc2)N(C)OC1(O)C(F)(F)F (stereo unspecified)	-2	-10	-6	0.0	·	·	-4	2
O=C1[C@@H]2CSCN2C(=O)CN1Cc1ccc(F)cc1	·	30	-10	0.1	-6	-1	0	·

(list continues)
SMILES	SIRT5 inh	LGR2 antag	S100A4 MyoIIA	XiGFP reactiv	C2C12 statin	Cneo AK release	ERAP1 inh	PGC1a acetyl inh
Cc1ccc(/C=N/NC(=O)NN(C)c2ncc(C(F)(F)F)cc2Cl)cc1	-4	-6	-16	0.1	16	7	0	-23
CC(C)(C)OC(=O)NN1CC(=O)N2Cc3[nH]c4ccccc4c3C[C@H]2C1=O	-9	3	-8	0.2	18	1	-1	7
CC(C)c1ccc(NC(=O)C2CCN(C(=O)[C@@H]3Cc4ccccc4CN3)CC2)cc1	-7	-25	-7	0.0	-3	12	9	-6
CNc1ccc(/C=C(\C#N)C(=O)Nc2ccccn2)cc1[N+](=O)[O-]	-2	6	19	0.0	-6	-2	2	·
CN(C)CCCNC(=O)C[C@@H]1CC[C@H]2[C@@H](COC[C@@H](O)CN2CC2CCCC2)O1	10	4	7	0.0	-5	-1	-3	0
Cc1ccc(O)c(C2=Nc3ccccc3N=C(c3cccc([N+](=O)[O-])c3)C2)c1	6	-56	3	0.1	·	·	1	·
COC(=O)c1c(NC(=O)C(Cl)Cl)sc2c1C(C(=O)OC)CC2 (stereo unspecified)	0	11	2	0.0	·	·	6	·
C[C@H]1CN([C@@H](C)CO)C(=O)c2cccc(NS(=O)(=O)c3ccccc3)c2O[C@H]1CN(C)Cc1ccc(C(=O)Nc2ccccc2N)cc1	·	-6	-7	0.0	·	·	2	-1
Cc1noc(C)c1S(=O)(=O)Nc1cccc2c1O[C@@H](CN(C)Cc1ccc(Oc3ccccc3)cc1)[C@@H](C)CN([C@H](C)CO)C2=O	·	12	23	0.1	·	·	1	-2
Cc1cccc(NC(=O)C(C)Sc2nc3ccccc3c(=O)n2CCCN2CCOCC2)c1 (stereo unspecified)	-1	18	6	0.1	-4	-2	-5	27
CCOC(=O)COc1nc(-c2ccco2)cc(-c2ccco2)c1C#N	-7	·	-12	0.0	·	2	1	-4
COc1ccc([C@H]2CC(=O)C=C(c3ccc(Cl)c(C(F)(F)F)c3)C2)cc1OC	-2	-27	-3	0.0	-15	2	-3	·
C[C@H]1CN([C@@H](C)CO)C(=O)c2cc(C#CC(C)(C)O)cnc2O[C@@H]1CN(C)C(=O)CN(C)C	-4	3	12	0.1	15	0	1	3
COCCCn1c(C(=O)N2CCOCC2)cc2c(=O)n3cccc(C)c3nc21	-4	-5	1	0.1	9	-1	-23	·
CN1C(=O)c2cc(NS(C)(=O)=O)ccc2OC[C@H]2O[C@H](CC(=O)NCc3ccc(-c4ccccc4)cc3)CC[C@H]21	1	0	1	0.3	-25	-3	1	·
Cn1ccc2cc(NC(=O)Nc3cccnc3)ccc21	-1	5	14	-0.1	-1	-2	-5	-13
O=C(C[C@@H]1CC[C@H]2[C@@H](COC[C@@H](O)CN2C(=O)c2ccc(F)cc2)O1)N1CCCCC1	0	1	3	0.1	-9	3	2	9
Cc1nc(Nc2ccc(C(=O)O)cc2)sc1-c1ccccc1	-3	·	-3	0.6	·	·	-1	·
CC(=O)NC(c1ccco1)c1cc(Cl)c2cccnc2c1O (stereo unspecified)	-7	22	1	-0.1	5	1	2	·
O=C(COC(=O)c1ccc(C(F)(F)F)cc1)Nc1cccc(S(=O)(=O)NC2=NCCCCC2)c1	1	-6	-15	0.6	3	-1	-2	7
Cc1cc(C)c(C#N)c(SCc2ccccc2F)n1	-6	-4	-55	0.1	-1	1	-3	-4
C[C@H]1CN([C@@H](C)CO)C(=O)c2cc(NC(=O)Cc3cn(C)c4ccccc34)ccc2O[C@H]1CN(C)C(=O)Nc1ccc(F)cc1	2	-1	-5	-1.3	14	-1	1	5
COc1ccc(N2CCN(C(=O)CN3C(=O)NC(c4ccc(OC)cc4)(c4ccc(OC)cc4)C3=O)CC2)cc1	2	1	-2	0.1	7	-1	2	·
Cn1cc(CN2CCC(C(O)c3cccs3)CC2)c(-c2ccccc2F)n1 (stereo unspecified)	-7	-22	7	0.0	3	-3	-3	-9
C[C@H](CO)N1C[C@H](C)[C@H](CN(C)C)Oc2ccc(NC(=O)Nc3ccc4c(c3)OCO4)cc2CC1=O	-1	-1	-1	-0.3	25	-1	-1	1
Cc1c(NC(=O)C(C)SC(=S)N2CCCC2)c(=O)n(-c2ccccc2)n1C (stereo unspecified)	-4	-22	-3	-0.9	3	-2	-1	·
CCOc1cccc(CNc2nnnn2C)c1	-2	-8	0	0.2	0	-1	·	4
N#C/C(=C\c1ccc2c(c1)OCCO2)C(=O)Nc1ccc(C(=O)O)cc1	1	-95	-3	0.0	2	-3	1	-2
Cc1noc(C)c1NC(=O)N(C)C[C@H]1Oc2c(NC(=O)Nc3ccc(C(F)(F)F)cc3)cccc2C(=O)N([C@H](C)CO)C[C@H]1C	0	·	-3	·	5	-2	-2	1
CN(CC1COc2ccccc2O1)C(=O)c1cccc(S(=O)(=O)N2CCCC2)c1 (stereo unspecified)	-4	-3	-1	0.0	6	-2	-1	0

Source: PubChem BioAssay

Some of the compounds tested; the hit share may differ from the screen's.
